# S1P3 antag: S1P3 receptor antagonists, primary screen, cell-based; Sphingosine 1-phosphate receptor 3 (Homo sapiens), Q99500; CHO S1P3 NFAT-BLA reporter, FRET fluorescence, antagonist mode; inhibition, % at 4.98 µM; 0.27% of 170,000 active; AID 485, 2006;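 active means inhibition above the plate cutoff, the mean inhibition of test wells on that plate plus 3 SD, cut at about 28% in these data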;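 further: cells challenged with S1P at its EC80 of 0.8 µM; blue over green emission ratio from cleaved BLA substrate after 4 h stimulation; 0% = S1P-stimulated wells and 100% = unstimulated DMSO-only wells; some compounds past the cut are filed as inactive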
# Target sequence (Q99500 whole entry, looked up): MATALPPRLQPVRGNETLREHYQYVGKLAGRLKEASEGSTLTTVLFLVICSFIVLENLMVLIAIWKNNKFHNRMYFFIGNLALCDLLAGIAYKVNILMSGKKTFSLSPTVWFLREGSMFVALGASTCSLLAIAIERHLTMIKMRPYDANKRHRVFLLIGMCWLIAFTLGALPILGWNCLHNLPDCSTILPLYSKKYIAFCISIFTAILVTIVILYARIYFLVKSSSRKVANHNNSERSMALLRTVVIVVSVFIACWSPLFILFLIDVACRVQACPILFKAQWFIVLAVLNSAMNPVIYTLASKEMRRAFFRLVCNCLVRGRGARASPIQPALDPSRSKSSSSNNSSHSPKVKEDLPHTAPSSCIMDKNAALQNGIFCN
# Lmaj promast: Leishmania major promastigote growth inhibition, primary screen | Leishmania major promastigotes, resazurin fluorescence viability | inhibition, % at 10 µM | 9% of 200,000 active; in the data active means inhibition above about 50%;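 further: promastigotes grown with compound for 44 hours at 28 °C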
# Hsp70 activator: Hsp70 transcriptional activators, primary screen, cell-based, HeLa, Hsp70 promoter luciferase, luminescence, 10 µM. HeLa Hsp70 promoter luciferase reporter; scaled: vehicle 0, proteasome-inhibitor control 100%. activation, % at 10 µM. AID 1203, 2008. 0.04% of 200,000 active;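 active means activation above the mean across all tested compounds plus 3 SD, cutoff set per campaign, cut at about 5.5% in these data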;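 further: 100% = MG132 at 30 µM as the positive control and 0% = DMSO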
# HMGR II inh: inhibitors of E. faecalis class II HMGR, primary screen, biochemical, Enterococcus faecalis. HMG-CoA reductase (Enterococcus faecalis, mvaE). purified E. faecalis HMGR, NADPH absorbance 340 nm kinetic. inhibition, % at 10 µM. 0.41% of 190,000 active;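 active means inhibition above a set limit, the median over all tested compounds plus 3 SD, cut at about 9.5% in these data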;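 further: enzyme runs in reverse so mevalonate oxidation gives rising NADPH absorbance; 0% = complete reaction with DMSO and 100% = background rate lacking mevalonate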
# TNAP inh hi DEA: human TNAP enzyme inhibitors, primary screen, biochemical, luminescent, high phosphate acceptor level, uHTS; Alkaline phosphatase, tissue-nonspecific isozyme (Homo sapiens), P05186; AID 1135, 2008; 0.03% of 200,000 active; purified TNAP, CDP-star luminescence, 1 M DEA; inhibition, % at 20 µM;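 active means over 50% inhibition of tissue-nonspecific alkaline phosphatase at 20 µM in the single-dose screen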;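 further: plate controls were DMSO wells for no effect and EDTA-quenched wells as full inhibition for full effect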
# TNAP inh no acc: human TNAP enzyme inhibitors, primary screen, biochemical, luminescent, no phosphate acceptor, uHTS; Alkaline phosphatase, tissue-nonspecific isozyme (Homo sapiens), P05186; purified TNAP, CDP-star luminescence, 30 min; inhibition, % at 20 µM; 0.26% of 200,000 active;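 active means tissue-nonspecific alkaline phosphatase inhibition above about 50% at 20 µM in the single-dose screen, limit read from the data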;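 further: 0% = DMSO negative control and 100% = EDTA positive control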
# Redox H2O2 prof: compounds producing H2O2 with reducing agent – biochemical, NIH compound library profiling, artefact control for MLSCN library redox annotation, primary screen; DTT-dependent redox cycling H2O2, phenol red/HRP absorbance; 100% = 100 µM peroxide control, 0% = buffer; 0.03% of 200,000 active; activation, % at 10 µM;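 active means activation of at least 50% relative to the plate's high and low controls in the primary single-dose screen; inactive means activation below 50%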;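 further: compound incubated with DTT at 0.8 mM final as the reducing agent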
# PMI activator: activators of human PMI, primary screen, biochemical, fluorescence intensity, near-Km mannose 6-phosphate | Mannose-6-phosphate isomerase (Homo sapiens), P34949 | purified human PMI, coupled resazurin fluorescence, 20 min; hits give high values; 1 = vehicle control, 0 substrate-free wells | activation factor at 20 µM | 0.005% of 190,000 active;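 active means activation factor of 2 or more at 20 µM, relative to plate controls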
# Target sequence (P34949 whole entry, looked up): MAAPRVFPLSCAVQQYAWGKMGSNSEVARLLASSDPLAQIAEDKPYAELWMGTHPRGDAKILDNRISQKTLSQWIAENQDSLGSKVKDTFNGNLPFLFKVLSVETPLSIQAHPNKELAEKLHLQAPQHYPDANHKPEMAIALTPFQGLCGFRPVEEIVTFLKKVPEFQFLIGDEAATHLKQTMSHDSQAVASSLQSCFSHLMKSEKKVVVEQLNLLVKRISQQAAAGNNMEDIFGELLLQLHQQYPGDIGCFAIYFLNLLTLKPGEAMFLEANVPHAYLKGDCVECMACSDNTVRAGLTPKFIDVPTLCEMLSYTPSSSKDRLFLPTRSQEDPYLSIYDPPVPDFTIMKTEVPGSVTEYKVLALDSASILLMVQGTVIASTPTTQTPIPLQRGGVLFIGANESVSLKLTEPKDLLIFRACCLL
# PMI act satM6P: human PMI activators, high substrate, primary screen, biochemical, fluorescence intensity, near-saturating mannose 6-phosphate; Mannose-6-phosphate isomerase (Homo sapiens), P34949; coupled PMI enzyme assay, resazurin fluorescence, 20 min; hits give high values; 1 = untreated enzyme, 0 = substrate-free blank; activation factor at 20 µM; 0.34% of 190,000 active; AID 1216, 2008;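 active means activation factor of 2 or more at 20 µM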
#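 assay system = human phosphomannose isomerase with PGI, G6PDH, diaphorase coupling enzymes | quantity = 15 ng/mL PMI | incubation = enzyme reaction with compound 20 min at room temperature | medium = HEPES pH 7.4 buffer with MgCl2 and Tween-20 | compound dosing = one concentration, 20 µM, in 1% DMSO | measured by = Diaphorase-driven resazurin-to-resorufin fluorescence, excitation 544, emission 590 nm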
# RAM inhibit: inhibitors of the yeast RAM network, primary screen, dse1pr::URA3 reporter, 5-FOA selection; 1.8% of 190,000 active; S. cerevisiae dse1pr::URA3 reporter, 5-FOA growth OD615, 2 d; analog-sensitive cbk1-as2 kinase mutant strain; inhibition, % at 50 µM; AID 868, 2007;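 active means inhibition above a set limit, 3 SD over mean compound inhibition, cut at about 8.4% in these data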;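 further: 0% = DMSO-only wells with no growth and 100% = 10 µM 1-NA-PP1 full growth; inhibition rescues growth on 5-FOA so higher OD means more RAM inhibition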
# Active calls of the source: *; · = not tested or not shown.
mol	S1P3 antag	Lmaj promast	Hsp70 activator	HMGR II inh	TNAP inh hi DEA	TNAP inh no acc	Redox H2O2 prof	PMI activator	PMI act satM6P	RAM inhibit
COc1cc(/C=C(\C#N)c2nc3ccc(C)cc3[nH]2)cc([N+](=O)[O-])c1O	-2	5	-0.3	-3	23	25	0.8	0.5	0.4	0.6
CC(O)CNc1nc2ccccc2n1CC(=O)NCC(F)(F)F (centres undefined)	-8	-8	-0.1	-2	-8	-10	0.5	1.1	1.1	1.3
COc1cc(OC)cc(C(=O)Nc2ccc(-c3nc4ccccc4o3)c(O)c2)c1	·	-5	0.1	-3	0	-9	-0.2	1	1	1.7
Cc1sc2nc(C)n(/N=C/c3ccccc3O)c(=O)c2c1C	·	-5	0.1	-1	-2	-13	1.1	1	1	-0.8
CC(C)N1C(=S)SC(C)(C)C1NO (centres undefined)	-26	-7	-0.4	5	-4	-15	-13	1	0.9	-0.4
COc1cccc(C2CC(c3cccc(OC)c3)n3nc(N)nc3N2)c1 (centres undefined)	-17	-11	-0.4	-3	-5	-15	-2.9	0.9	0.9	-0.3
CN(C)c1ccc(N2C(=O)CC(Nc3ccc(N4CCOCC4)cc3)C2=O)cc1 (centres undefined)	·	-7	0.1	2	-4	-12	-0.1	0.9	0.9	1.1
CCC(C)(C)n1nnnc1C(c1cc2cc(C)cc(C)c2[nH]c1=O)N1CCN(C(=O)c2ccco2)CC1 (centres undefined)	·	-2	0.3	0	-2	-7	1.9	1	1	0.2
CN(CCCCCCCCC(=O)/C=N/O)Cc1ccccc1	·	87*	-0.6	1	-2	-1	0.2	0.9	0.9	3.2
COC(=O)c1ccc(S(=O)(=O)NNC(=O)COc2ccc(C)cc2)cc1	-6	-5	0.0	-7	-3	-2	-0.5	0.9	1.1	2.6
O=C(CSc1nnc(COc2ccc3c(c2)CCCC3)o1)Nc1ccc(F)cc1	18	-6	0.0	-1	-2	-14	9.1	1	1	1.3
Brc1c(CSc2nnc(-c3ccco3)o2)nc2ccccn12	-44	9	-0.3	-6	-5	-12	1.6	0.9	0.9	2.5
COC(=O)C1=NNC2C(=O)N(C3CCCCC3)C(=O)C12 (centres undefined)	-4	-4	-0.3	-4	-1	-8	-0.9	·	·	0.6
CN(C)/N=C/c1c(O)ccc2ccccc12	·	-6	0.3	-3	-11	-5	-0.6	0.7	0.7	-1.3
CC(=O)N1CCN(CC(O)COc2ccc(OCc3ccccc3)cc2)CC1 (centres undefined)	-9	32	-0.2	1	-3	-9	3.0	0.9	0.9	-0.2
O=C(C1=C[C@H](c2ccc(C(F)(F)F)cc2)C[C@H](OCc2ccc(CO)cc2)O1)N1CCOCC1	-2	-3	-0.1	-2	-7	-8	-0.5	1.1	1	7.1
COC(=O)CSc1ccc(-c2nc3ccc(C)cc3[nH]2)cn1	·	20	-0.1	-8	-4	-4	-1.4	1	1.1	-0.3
CCOC(=O)Cc1csc(NC(=O)CSc2nnnn2-c2ccc(C)c(C)c2)n1	·	1	0.0	1	-2	-8	1.7	1	1	4.3
CC1CCCCN1C(=O)COc1ccc(NC(=O)c2ccco2)cc1 (centres undefined)	21	-5	-0.2	-3	-2	-8	0.2	1	1	0.1
CSc1ncc(CN2CCN(C(C)C)C(CCO)C2)cn1 (centres undefined)	6	0	-0.1	-6	-2	-1	1.4	1	0.9	0.1

# (cont.)
mol	S1P3 antag	Lmaj promast	Hsp70 activator	HMGR II inh	TNAP inh hi DEA	TNAP inh no acc	Redox H2O2 prof	PMI activator	PMI act satM6P	RAM inhibit
COC(=O)C1=C(C)OC(N)=C(C#N)C1c1ccc(OC)c(CSc2ccccn2)c1 (centres undefined)	·	18	-0.2	2	-2	0	-2.9	0.9	0.9	-0.6
COCc1cc(C)n(CC(=O)Nc2cccc(C)c2)c(=O)c1C#N	8	-1	-0.1	-6	-6	-18	-2.6	1.1	1	1.6
COC(=O)c1cc2sc(Cl)cc2n1CC(=O)NCCC(C)C	·	-2	-0.2	0	-4	-4	0.2	0.8	0.9	5.3
CC(C)(CO)NS(=O)(=O)c1ccc2c(c1)oc(=O)c1cc(S(=O)(=O)NC(C)(C)CO)ccc12	-2	5	-0.6	4	3	-6	2.1	0.9	1	1.6
CCOc1ccc(CN(C(=O)c2cc3ccccc3oc2=O)C2CC2)cc1	·	0	-0.4	0	-3	-10	0.1	1	1	-1.3
CC1(C)CC(=O)C(CC(=O)Nc2cc(C(F)(F)F)ccc2Cl)C(=O)C1	-10	-8	-0.2	0	35	52*	0.3	1.3	1.1	1.2
O=C(CN1C(=O)COc2ccccc21)c1cccc(Cl)c1	-8	-8	0.0	-1	-8	1	0.2	1.1	1.1	-0.3
CCN(C(=O)CCc1nc(-c2ccccc2F)no1)c1cc(OC)ccc1OC	-35	24	0.2	-15	-6	-14	2.2	0.9	0.8	0.2
Cc1cc(=O)[nH]c(SCC(=O)Nc2nc(-c3ccccc3)c(-c3ccccc3)o2)n1	-12	-10	0.3	-1	-4	-19	0.0	0.9	0.9	0.6
CC(=O)Nc1ccc(S(=O)(=O)NCCNC(=O)c2ccccc2F)cc1	-5	-6	-0.6	-2	-3	-2	1.5	1	1	0.4
CC(=O)c1c(C)[nH]c(C(=O)COC(=O)CCSc2ccccc2)c1C	-20	-5	-0.4	-2	-1	-2	-0.5	0.9	1	3.0
COc1ccc(-c2[nH]ncc2CN2CCN(C3CCCCC3)C(=O)C2)cc1F	-3	7	-0.2	-2	-7	25	-0.9	1	1	1.9
CO/N=C/C(C#N)=C/c1ccc(OC)c(OC)c1	6	-4	0.1	-3	1	-4	-1.4	1	1	3.3
CSc1nsc(SCc2ccc(F)cc2)n1	-27	-4	-0.1	-4	0	-8	-3.4	0.9	0.9	1.5
O=C1Nc2cc(Cl)c(Cl)cc2N(O)N1c1ccccc1	·	-5	-0.2	0	-4	-6	0.4	1	1.1	1.2
Cc1cccc(/C=C2/SC(=O)N(Cc3ccccc3Cl)C2=O)n1	·	-3	0.1	-3	-4	-13	-0.8	1.1	1.1	4.8
CCOC(=O)c1c(NC(=O)c2nn(C)cc2[N+](=O)[O-])sc(C)c1C	-8	-3	-0.1	-2	-1	-8	-0.4	1	1.1	1.7
CCCC(c1nnnn1CC1CCCO1)N1CCN(c2cc(Cl)ccc2C)CC1 (centres undefined)	21	18	-0.2	-8	-2	-6	0.1	0.9	1	0.8
C=CCOC(=O)C1=C(C)N=C2SCCC(=O)N2C1/C=C/c1ccccc1 (centres undefined)	-17	7	-0.3	-4	-3	-1	-2.1	1	1	1.7
O=C(COC(=O)Cc1ccccc1F)Nc1cc(S(=O)(=O)N2CCOCC2)ccc1N1CCCC1	6	1	-0.5	-10	-5	-1	0.6	0.9	0.9	-0.6

# (further entries)
mol	S1P3 antag	Lmaj promast	Hsp70 activator	HMGR II inh	TNAP inh hi DEA	TNAP inh no acc	Redox H2O2 prof	PMI activator	PMI act satM6P	RAM inhibit
Cc1ccc2c(c1)Sc1ccccc1CC2=O	·	-1	-0.1	-3	0	-3	1.5	0.9	0.9	0.1
Cc1ccc(S(=O)(=O)NCC(=O)NCC(=O)OCc2c(F)cccc2Cl)cc1	-6	9	-0.2	-7	-1	0	-0.8	1	1	0.7
Cc1cc(-c2nnc(CCC(=O)NC(C)c3ccccc3Cl)o2)no1 (centres undefined)	-9	1	-0.2	-2	-2	-2	-0.8	1.1	1.1	0.0
COc1ccc(/C=C/C(=O)c2cc(F)ccc2OC(=O)c2ccc(OC)c(OC)c2)cc1OC	5	92*	-0.5	3	-5	-6	0.8	1	1	5.2
CC(=O)Nc1ccc(N(C(=O)CNC(=O)c2cccs2)C(C(=O)NC(C)(C)C)c2ccccc2)cc1 (centres undefined)	-12	-6	-0.4	1	-4	-4	0.4	·	·	0.3
CNC(=O)COC(=O)c1cc2c(C)nn(-c3ccc(F)cc3)c2s1	·	-6	-0.3	-5	0	-10	-6.5	1.1	1.1	3.8
Cc1ccc(CN(C(=O)c2csnn2)C(C(=O)NC2CCCC2)c2ccc(C)o2)cc1 (centres undefined)	·	6	-0.4	-7	1	-3	2.8	1.1	1	6.6
CCOC(=O)N1CCC(Nc2c(N3CCN(c4cccc(C(F)(F)F)c4)CC3)c(=O)c2=O)CC1	3	-6	0.0	-7	-4	2	-0.1	1.1	1.1	2.7
Cc1nnc(SCCC(=O)Nc2ccc(F)cc2)s1	·	-5	-0.4	-1	-4	2	0.0	0.9	1	0.8
Cc1c(C#N)sc2nc(-c3ccccc3)nc(N3CCCC3)c12	-50	7	-0.1	0	-6	-16	-2.9	1	1	4.4
CC(OC(=O)c1ccncc1)C(=O)Nc1ccc([N+](=O)[O-])cc1Cl (centres undefined)	-10	2	-0.3	-2	-6	-17	-1.2	1.1	1.1	-0.6
Cc1cc(C)c(C)c(S(=O)(=O)NC(C(=O)O)C(C)C)c1C (centres undefined)	-13	5	-0.5	1	-6	-11	0.2	1.4	1.3	0.7
COc1cccc2c1OC1(C)CC2NC(=O)N1c1cccc(C(=O)N2CCN(c3ccccc3)CC2)c1 (centres undefined)	-12	-4	0.8	-1	0	4	-0.6	1	1	-0.1
CC1CCN(S(=O)(=O)c2ccc(Br)s2)CC1	-12	5	-0.5	-9	-7	-11	1.4	0.9	0.9	-0.1
Cc1cc(C)cc(N=Cc2[nH]c3ccc(Br)c(Cl)c3c2O)c1	-32	-1	-0.3	1	5	4	0.1	1.1	0.8	-0.3
CC(=O)NC[C@H]1CN(c2ccc(N3CCOCC3)c(F)c2)C(=O)O1	8	·	0.3	7	-8	-13	·	0.9	1	·
COc1ccccc1NC(=O)CN(Cc1ccco1)C(=O)c1ccc(-n2nc(C)cc2C)cc1	-2	8	0.3	-2	0	-2	-0.1	0.9	0.9	2.4
CCC(CC)NC(=O)/C=C/c1cccc([N+](=O)[O-])c1	-6	45	-0.4	-7	-4	-7	0.2	1	1	3.5
C[C@]12C=CC(=O)C=C1CC[C@@H]1[C@@H]2[C@@H](O)C[C@@]2(C)[C@H]1CC[C@]2(O)C(=O)COC(=O)CCC(=O)O	-9	-3	-0.2	1	-6	-13	1.4	0.9	0.9	2.1
Brc1ccc(-c2nnc3n2-c2ccccc2CC3)cc1	8	-1	-0.3	-6	-6	-13	-2.1	0.9	1	-1.2

# Screens deposited in PubChem BioAssay by several laboratories.
